Compound activity deposited in PubChem by Sanford-Burnham Center for Chemical Genomics.
NOD1 inhibition = inhibition of NOD1-driven NF-kB reporter – cell-based, luminescence, uHTS, primary screen (AID 1578) | NOD1-driven NF-kB luciferase reporter cells, luminescence; higher % means a stronger effect | inhibition, % at 4 µM; hits with a dose series show EC50 in µM | actives 1% (n = 290,000); in the data active = inhibition mostly above about 36%, no sharp cut-off; inactive = mostly below about 34%;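 note: HEK-293T reporter cells stimulated with the NOD1 agonist gamma-tri-DAP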
NOD2 inhibition = inhibition of NOD2-driven NF-kB reporter – cell-based, luminescence, uHTS, HEK293 (AID 1566) | HEK293 NOD2/NF-kB luciferase reporter, luminescence; higher % means a stronger effect | inhibition, % at 4 µM; hits with a dose series show EC50 in µM | actives 0.63% (n = 290,000); note: many of its hits are not listed in these tables
TNAP activation fold = stimulation of alkaline phosphatase TNAP activity – biochemical, luminescent, no phosphate acceptor, uHTS, primary screen (AID 1001); actives 0.03% (n = 200,000); purified TNAP, luminescent activation assay, no phosphate acceptor; higher activation fold means a stronger effect; one-dose activation fold at 20 µM; EC50 in µM for titrated hits; in the data active = activation fold from about 3, or a potency from the dose series; inactive = the rest, 99 in 100 with activation fold below about 1.6; note: many of its hits are not listed in these tables
PMI inhibition = human PMI inhibitors, high substrate, primary screen, biochemical, fluorescence intensity, high mannose 6-phosphate (AID 1220); recombinant PMI enzyme, coupled fluorescence intensity; higher % means a stronger effect; inhibition, % at 20 µM; hits with a dose series show IC50 in µM; actives 0.66% (n = 190,000)
XIAP displacement = small molecules displacing peptide from XIAP – biochemical, IAP family, fluorescence polarization (AID 1018). displacement, % at 20 µM, or IC50 in µM where a hit was titrated. XIAP BIR domain, fluorescence polarization peptide displacement; higher % means a stronger effect. actives 0.007% (n = 200,000); in the data active = displacement above about 50%; note: a part of the inactive calls stands beside numbers as strong as those of hits
KOR beta-arrestin-1 = kappa opioid receptor activators – cell-based, luminescence, uHTS, primary screen (AID 1777) | one-dose activation, % at 10 µM; EC50 in µM for titrated hits | KOR beta-arrestin recruitment, luminescence; higher % means a stronger effect | actives 0.02% (n = 280,000); in the data active = activation above about 50%, passing the limit was not always enough; note: a part of the inactive calls stands beside numbers as strong as those of hits
human PMI inhibition = MPI enzyme activity inhibition – biochemical, fluorescence intensity, coupled assay, primary screen (AID 1209); inhibition, % at 20 µM, or IC50 in µM where a hit was titrated; actives 0.42% (n = 190,000); purified PMI enzyme, coupled fluorescence intensity; higher % means a stronger effect;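 note: plate controls were DMSO vehicle for no effect and wells lacking substrate for full effect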
KOR beta-arrestin-2 = KOR antagonists, beta-arrestin recruitment, cell-based, luminescence, uHTS (AID 1778). KOR beta-arrestin recruitment, luminescence, antagonist mode; higher % means a stronger effect. inhibition, % at 10 µM; hits with a dose series show IC50 in µM. actives 0.091% (n = 290,000); note: strong numbers were not always called active
LYP phosphatase = inhibitors of LYP phosphatase, biochemical, fluorescence intensity, uHTS (AID 1779) | recombinant LYP phosphatase, fluorescence intensity; higher % means a stronger effect | actives 0.054% (n = 290,000) | one-dose inhibition, % at 11.5 µM; IC50 in µM for titrated hits;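 note: plate controls were vehicle with enzyme for no effect and no enzyme for full effect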
Numbers without * were called inactive; . = not tested or not shown; [ ] = dose if it differs, or a comment. Cut-off read from the data, not from the text of the source, unless noted: active = inhibition above about 50%; inactive = the rest.

SMILES | NOD1 inhibition | NOD2 inhibition | TNAP activation fold | PMI inhibition | XIAP displacement | KOR beta-arrestin-1 | human PMI inhibition | KOR beta-arrestin-2 | LYP phosphatase
CCN1CCN(CNC(=O)c2cnccn2)CC1 | -14% | 3% | 1 | 6% | -4.4% | -2.5% | 2% | -21% | -7%
CC(=O)N1CCc2c(sc3c2c(=O)n(Cc2ccccc2)c(=O)n3CC(=O)NCC2CCCO2)C1 (configuration not stated) | -18% | 8% | . | . | . | -5.8% | . | -7%[20 µM] | 36%
CCc1nc2oc3ccccc3c(=O)c2c(=O)n1CCOC | 1% | 4% | 1.1 | -3% | 0.9% | -3.9% | -4% | 13% | -6%
Cc1noc(C)c1COC(=O)Cc1ccc(Cl)cc1 | -4% | 12% | 1.1 | 13% | -1.8% | 14% | 5% | 7% | -7%
Cc1ccc(Cn2c(=N)c(C(=O)NC3CCCC3)cc3c(=O)n4ccccc4nc32)cc1 | -29% | -1% | . | . | . | -2.7% | . | -27% | -35%
COc1ccc(C(=O)NC(=S)Nc2cccc(NC(=O)c3ccco3)c2)cc1[N+](=O)[O-] | -4% | 24% | 1 | 0% | -0.8% | -0.8% | 11% | 17% | -4%
O=C(NC(CO)C(O)c1ccc([N+](=O)[O-])cc1)C(Cl)Cl (configuration not stated) | -25% | 15% | 1.1 | -9% | -4.0% | -2.9% | -7% | 24% | -3%
S=C(Cc1ccc(Cl)cc1)N1CCOCC1 | -9% | 13% | 1.1 | 4% | -7.5% | -5.8% | 1% | -8% | -10%
CCCCOC(=O)C1CCCC(C(=O)OCCCC)N1 (configuration not stated) | -8% | 20% | 1.2 | -2% | -3.6% | -0.7% | 2% | -19% | -8%
CCOc1ccc(/C=C2\SC(=S)NC2=O)cc1OC | -40% | -106% | 1 | -14% | -3.5% | -2.1% | -12% | -12% | 3%
CC(=O)Nc1ccc(Sc2ccccc2C(=O)Nc2ccc(F)cc2)cn1 | -12% | 9% | 1 | 7% | -9.0% | -2.5% | 4% | 23% | -3%
Cc1nc2ccccc2c2oc(C(=O)NCC3CCCO3)cc12 (configuration not stated) | -6% | 5% | 1.2 | 2% | -3.9% | 3.0% | -1% | -23% | -3%
CCNS(=O)(=O)c1ccc(NC(=O)CC(C)c2ccccc2)cc1 (configuration not stated) | -25% | -25% | 1.1 | -6% | -4.1% | -3.0% | -4% | -5% | -6%
Cc1ccccc1NS(=O)(=O)c1cc(S(C)(=O)=O)ccc1C | -23% | 1% | 1.1 | 2% | -5.5% | 13% | 1% | -27% | -1%
CCCCN=C1NN=C(c2ccc(C)c(C)c2)CS1 | 10% | -51% | 1.1 | -6% | -9.2% | 7.5% | -2% | -46% | 1%
CCc1ccc(N2C(=O)CC(N3CCN(Cc4ccc5c(c4)OCO5)CC3)C2=O)cc1 (configuration not stated) | -13% | 11% | 1.1 | 3% | 14% | . | 5% | -8%[20 µM] | -2%
O=C(CSc1nc(-c2ccccc2)cs1)N1CCN(C(=O)c2ccco2)CC1 | -20% | -4% | 1.1 | 5% | -2.4% | -4.1% | 12% | 33% | 0%
Nc1cc(Cl)ccc1Oc1ccc2ccccc2c1 | -44% | -34% | 1.1 | 15% | 0.2% | 2.4% | 20% | 10% | 0%
CC(C)(C)n1nnnc1SCC(=O)Nc1nn(-c2ccccc2)nc1C(N)=O | -25% | -6% | 1.1 | 1% | -9.1% | 5.4% | 4% | -64% | -4%
Cn1nc(CC(=O)NC2CCCCCCCCCCC2)c2ccccc2c1=O | 26% | 19% | . | 10% | -1.6% | -1.5% | 8% | 26% | -4%

By substructure: the entries above containing an aryl methoxy group.
SMILES | NOD1 inhibition | NOD2 inhibition | TNAP activation fold | PMI inhibition | XIAP displacement | KOR beta-arrestin-1 | human PMI inhibition | KOR beta-arrestin-2 | LYP phosphatase
COc1ccc(C(=O)NC(=S)Nc2cccc(NC(=O)c3ccco3)c2)cc1[N+](=O)[O-] | -4% | 24% | 1 | 0% | -0.8% | -0.8% | 11% | 17% | -4%
CCOc1ccc(/C=C2\SC(=S)NC2=O)cc1OC | -40% | -106% | 1 | -14% | -3.5% | -2.1% | -12% | -12% | 3%

Following part
SMILES | NOD1 inhibition | NOD2 inhibition | TNAP activation fold | PMI inhibition | XIAP displacement | KOR beta-arrestin-1 | human PMI inhibition | KOR beta-arrestin-2 | LYP phosphatase
CCOc1ccc(C2c3c(oc4cc(C)c(C)cc4c3=O)C(=O)N2CCCN2CCOCC2)cc1 (configuration not stated) | -27% | 10% | 1.1 | -11% | -5.5% | -1.7% | 0% | -7% | 8%
Nc1cc(N2CCCC2)c(Cl)cc1[N+](=O)[O-] | -15% | -1% | 0.9 | 26% | -5.9% | -2.1% | 10% | 4% | 0%
CC(=O)c1cccc(N(CC(=O)Nc2ccccc2F)S(C)(=O)=O)c1 | -16% | 24% | 1.1 | 0% | -5.1% | -6.5% | 3% | -37% | -10%
COC(=O)c1ccc(Cl)c(NC(=O)CN(c2ccc3c(c2)OCO3)S(C)(=O)=O)c1 | -1% | 12% | 1.1 | 7% | -1.3% | -4.4% | 15% | 42% | -9%
COc1ccc(-c2nnc(Nc3nc4c(OC)cccc4s3)o2)cc1 | -21% | -8% | 1 | -20% | -6.5% | -3.9% | -20% | 8% | 6%
Cc1ccc(O)c(-c2cc(C(F)(F)F)[nH]n2)c1 | 36% | -205% | 1 | 4% | -4.0% | 2.8% | 3% | -39% | -1%
Cc1ccc(SCc2cc(=O)n3ccsc3n2)c(C)c1 | -41% | -60% | 1 | -1% | -5.6% | -3.2% | 8% | 2% | 1%
CN1CCC(OC(=O)c2ccc(Cl)cc2Cl)CC1 | -31% | -7% | 1 | -5% | -3.7% | 0.2% | -2% | 0%[20 µM] | -10%
Cc1c(C(=O)Nc2c(F)cccc2F)sc2ncnc(N3CCN(c4ccccc4)CC3)c12 | 15% | -13% | 1 | 3% | -1.7% | 0.4% | 7% | -21% | 8%
Cc1ccc(S(=O)(=O)CCC(=O)OCC(=O)NCc2ccc(Cl)cc2)cc1 | -19% | 17% | 1 | 6% | -8.0% | -2.8% | -2% | 11% | 0%
O=C(O)c1ccccc1C(=O)NC1Cc2ccccc2C1 | -1% | 15% | . | . | . | . | . | 8% | -7%
N#CCCN(C(=O)COC(=O)CCc1ccccc1)c1ccccc1 | 10% | 11% | . | . | . | 5.8% | . | -54% | -11%
COc1ccc(C(=O)Nc2ccc(CN3CCCCC3)cc2)cc1 | -37% | -21% | 1.1 | 6% | -6.4% | -7.0% | 3% | 34% | -4%
Cc1ccc(CO/N=C/c2c(O)cc(C)oc2=O)cc1 | -43% | -14% | 1 | -11% | 8.1% | 13% | -12% | 9% | 6%
CC(=O)c1ccccc1Oc1cc(NN2CCCCC2)c([N+](=O)[O-])cc1[N+](=O)[O-] | 24% | -20% | . | . | . | -4.0% | . | -26%[20 µM] | -10%
O=C(O)c1ccc(COc2c(F)c(F)cc(F)c2F)o1 | -8% | -1% | 1.1 | -1% | -3.7% | -3.8% | 2% | 48% | -1%
NC1=NC(c2ccccc2)=NC1(NC(=O)c1ccccc1)C(Cl)Cl (configuration not stated) | -7% | 5% | . | . | . | 4.5% | . | -20% | 0%
O=C(CN1CCCC1)Nc1ccc(OCc2ccccc2)cc1 | -33% | -14% | 1.1 | 7% | -2.4% | -1.0% | 2% | -7% | -4%
CCCc1cc(=O)oc2c(C)c(OCC(=O)NCCN3CCOCC3)ccc12 | -20% | 8% | . | . | . | 3.2% | . | -28% | -3%
Cc1nnc(NC(=O)CCCCCN2C(=O)C3C4C=CC(C4)C3C2=O)s1 (configuration not stated) | 2% | 16% | 1 | -3% | -5.3% | -3.3% | -1% | 10% | -11%

Profiles, looked up by structure. Order of values: NOD1 inhibition, NOD2 inhibition, TNAP activation fold, PMI inhibition, XIAP displacement, KOR beta-arrestin-1, human PMI inhibition, KOR beta-arrestin-2, LYP phosphatase
`O=C(CN1CCCC1)Nc1ccc(OCc2ccccc2)cc1` reads -33%, -14%, 1.1, 7%, -2.4%, -1.0%, 2%, -7%, -4%
`Cc1ccc(O)c(-c2cc(C(F)(F)F)[nH]n2)c1` reads 36%, -205%, 1, 4%, -4.0%, 2.8%, 3%, -39%, -1%
`COc1ccc(C(=O)Nc2ccc(CN3CCCCC3)cc2)cc1` reads -37%, -21%, 1.1, 6%, -6.4%, -7.0%, 3%, 34%, -4%

Quoted from the listing.
In TNAP activation fold, `CN1CCC(OC(=O)c2ccc(Cl)cc2Cl)CC1` is listed with 1
In NOD1 inhibition, `COc1ccc(-c2nnc(Nc3nc4c(OC)cccc4s3)o2)cc1` is listed with -21%
In PMI inhibition, `Cc1ccc(S(=O)(=O)CCC(=O)OCC(=O)NCc2ccc(Cl)cc2)cc1` is listed with 6%

(listing goes on)
SMILES | NOD1 inhibition | NOD2 inhibition | TNAP activation fold | PMI inhibition | XIAP displacement | KOR beta-arrestin-1 | human PMI inhibition | KOR beta-arrestin-2 | LYP phosphatase
O=C(c1ccc(Br)o1)N1CCN(c2ccc3nnc(-c4ccccc4)n3n2)CC1 | -33% | 20% | 1.1 | 10% | -15% | 1.8% | 10% | 8% | 2%
CN(C)C(CNS(=O)(=O)c1ccc(Cl)cc1)c1cccnc1 (configuration not stated) | -18% | -13% | 0.9 | 4% | -5.1% | -3.1% | 6% | -34% | -6%
Cc1ccsc1C(=O)NNC(=O)C1CCCCC1C(=O)O (configuration not stated) | -16% | 13% | 1.1 | -3% | -3.4% | -7.3% | 0% | -9% | -10%
O=[N+]([O-])c1ccccc1/C=C/CN1CCN(Cc2ccc3c(c2)OCO3)CC1 | 7% | -13% | . | . | . | -0.3% | . | -39%[20 µM] | -5%
CCC1CN(C(=O)N2CCC(C(=O)NCc3cccc(F)c3)CC2)c2ccccc2O1 (configuration not stated) | -17% | 3% | . | . | . | 0.8% | . | -11% | -2%
O=C(Nc1ccc(F)cc1)NC1CCCCC1 | -30% | -12% | 1 | -10% | -3.5% | -3.7% | -3% | 20% | -12%
COc1ccc(C(=S)Nc2ccc(C)cc2)cc1 | 12% | -79% | 1.1 | 4% | -1.7% | 0.1% | 9% | 30% | 2%
CCOc1ccc(C(=O)NC(C(=O)NCC2CCCO2)C(C)C)cc1 (configuration not stated) | -4% | -22% | . | . | . | 2.0% | . | -28% | -1%
COc1ccc(NC(=O)c2ccccc2NS(=O)(=O)c2ccc(C)cc2)c([N+](=O)[O-])c1 | 58% | 19% | 1 | -1% | 0.1% | -4.4% | -5% | -20% | -8%
CC(=O)Nc1ccc(NC(=O)c2c(-c3ccccc3Cl)noc2C)c(C)c1 | -30% | 11% | . | . | . | -4.9% | . | 20% | -12%
COc1ccccc1C(=O)Nc1cccnc1 | -35% | 7% | 1.1 | 1% | -2.8% | -0.8% | -2% | -3% | -7%
COC(=O)c1noc(C)c1-c1ccnn1C(=O)c1ccc(Cl)cc1 | -13% | 13% | . | . | . | 4.0% | . | 21% | -4%
COc1ccc(-c2nc(CS(=O)(=O)CC(=O)NC3CCCCCC3)c(C)o2)cc1 | 15% | 9% | . | . | . | 3.4% | . | -45% | -8%
CC(C)CNC(=O)c1coc(=O)c(Br)c1 | -46% | -2% | 1.1 | 9% | -7.6% | 6.2% | 5% | 9% | -1%

These rows are one share of the data (hit frequency here may not be typical).
